Compound activity deposited in PubChem BioAssay by Fisher Drug Discovery Resource Center.
mcGAS inh – inhibitors of mouse cGAS | 160,000 tested, 0.15% active | inhibition, % at 12.5 µM | recombinant cGAS, Kinase-Glo ATP depletion luminescence | Q8C6L5;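 further: 0% = negative control wells and 100% = reference inhibitor with no enzyme activity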
hcGAS lum – human cGAS inhibition. 290,000 tested, 0.081% active. Q8N884. inhibition, % at 12.5 µM. recombinant h-cGAS, ATP depletion, Kinase-Glo luminescence;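 further: 0% = vehicle reaction and 100% = reaction without DNA for no activity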
Target sequence (Q8N884 whole entry, looked up): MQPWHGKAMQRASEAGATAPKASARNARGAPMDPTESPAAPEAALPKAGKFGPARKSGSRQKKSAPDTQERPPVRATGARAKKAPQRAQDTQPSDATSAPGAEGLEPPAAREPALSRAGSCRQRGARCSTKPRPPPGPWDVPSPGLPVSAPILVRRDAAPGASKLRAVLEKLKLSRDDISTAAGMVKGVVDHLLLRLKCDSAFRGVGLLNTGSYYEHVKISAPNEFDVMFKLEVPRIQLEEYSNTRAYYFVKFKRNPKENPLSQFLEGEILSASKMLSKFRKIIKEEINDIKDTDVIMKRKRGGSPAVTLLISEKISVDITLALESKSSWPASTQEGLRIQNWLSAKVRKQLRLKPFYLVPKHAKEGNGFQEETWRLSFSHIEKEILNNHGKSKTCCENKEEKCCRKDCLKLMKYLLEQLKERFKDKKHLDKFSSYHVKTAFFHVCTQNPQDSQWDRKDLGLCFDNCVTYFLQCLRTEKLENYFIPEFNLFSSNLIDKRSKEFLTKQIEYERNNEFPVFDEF
NPYLR7 ag – mosquito NPYLR7 agonism; HEK293T NPYLR7/Galpha15, GCaMP6s calcium fluorescence; activation, % at 10 µM; 270,000 tested, 0.15% active; AID 1259423; in the data active means activation above about 40%;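 further: 0% = vehicle and 100% = reference agonist at the receptor; some compounds past the cut are filed as inactive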
The depositor's hits bear a star; . = not tested or not shown; & = joins results of further samples. Unless noted, no stated cut-off is given here; in the data, active means inhibition above about 40%; inactive means the rest.

SMILES	mcGAS inh	hcGAS lum	NPYLR7 ag
CC(C)CN(CC(=O)N(Cc1ccccc1)Cc1cccn1C)C(=O)c1ccc(Cl)cc1	-4	-3	8
CCCCS(=O)(=O)N1CCN(c2c(Cc3ccccc3)c(C)nc3ncnn23)CC1	-7	-5	-3
COc1cccc(COC(CN2CCN(C(=O)c3cccc(C#N)c3)CC2)c2ccc(Cl)cc2)c1 (configuration not stated)	-3	0	-4
COc1ccc(Br)cc1COc1ccc2c(c1)OCO2	-17	-8	21
Cc1cc(C(=O)NCCc2ccc(Cl)cc2Cl)nc2cc(-c3ccccc3)nn12	-5	-1	23
COc1cc(NC(=O)C2(c3ccc(Cl)cc3)CC2)cc(OC)c1	.	1	-9
O=C(Nc1ccc(-n2nc(OCc3ccc(F)cc3)nc2-c2ccco2)cc1)c1ccco1	-6	-1	3
COC(=O)c1c(NC(=O)c2cc3nc(-c4cccs4)cc(C(F)(F)F)n3n2)sc2c1CCCC2	-7	-4	-23
CCOC(=O)c1cc(-c2cccc(NC(=O)c3ccc4nonc4c3)c2)n(-c2ccc(F)cc2)n1	-6	-2	30
COc1ccc(C(C)(NC(C)=O)c2nc(/C=C/c3ccccc3)cs2)cc1 (configuration not stated)	.	-6	2
O=C(O)C1CCN(C(=O)CCN2CCCCCCC2)CC1	.	-7	5
CC(C)CCCC(C)[C@H]1CCC2C3CC=C4CC(=O)CC[C@]4(C)C3CC[C@@]21C (some centres not stated)	.	1	-13
Cn1c(-c2ccc(Cl)cc2)csc1=Nc1ccc(Cl)cc1	.	-4	1
CC(C)COC(=O)N1CCC(=O)N(C)c2ccccc2C(OCC(N)=O)C1 (configuration not stated)	-5	-2	3
COc1cc(C(=O)Nc2ccccc2)cc(OC)c1C	.	-2	1
CCCN(CC(=O)c1c(C)c(C(=O)OC)n(CC)c1C)S(=O)(=O)c1cc(Cl)ccc1Cl	-3	-6	-10
Clc1ccc(CNc2ccn3nccc3n2)cc1	.	-3	4
COc1ccc(CCNC(=O)c2ccccc2N2CCC(NC(=O)c3ccc(Br)cc3)CC2)cc1	-4	-6	18
FC(F)(F)c1nn2cc(-c3ccccc3)nc2s1	.	-18	-1
CC(C)Cn1c(-c2cccc([N+](=O)[O-])c2)nc(=S)c2c1CCCC2	.	-6	-4
O=C(Nc1nnc(C2CC2)s1)C12CC3CC(CC(Cl)(C3)C1)C2	.	0	0
CN(C)C(=O)c1ccc2c(c1)N(C)C(CC(=O)NCCn1ccnc1)CO2 (configuration not stated)	.	-3	5
O=c1c2ccccc2c(C=Nc2nncs2)c(O)n1-c1ccccn1	.	2	25
CCn1cnnc1CN(C)C(=O)CC1COCCN1C(=O)NC1CCCC1 (configuration not stated)	-3	-1	.
O=C(Cc1cc(-c2cc3ccccc3o2)on1)Nc1nccs1	-9	-6	4
Cc1nc(CN(CCC#N)CC2CC2)no1	.	-13	20
COc1ccccc1NC(=O)Nc1ccc(N2CCC(C)CC2)c(C(=O)NCCc2ccccc2)c1	-4	-9	20
Cc1cc(=O)n2[nH]cc(-c3ccc(F)cc3)c2n1	.	-7	-14
COc1ccc(NC(=O)N(CC(=O)N2c3ccccc3-n3cccc3C2c2ccc(F)cc2)C2CC2)c(OC)c1 (configuration not stated)	-4	-11	19
COc1cccc(C(=O)N2CCCN(c3nc(Cc4ccc(C)cc4)nc4onc(-c5cccnc5)c34)CC2)c1	-6	-4	16
CCOc1cc2c(c(C3NC(=O)c4c(C)cccc4N3)c1)OC(C)C2 (configuration not stated)	4	3	-10
CCCCNC(=S)N=Nc1c(O)n(C)c2ccccc12	-8	-7	-4
Cn1c(=O)c2ccc(C(=O)NC3CCCCC3)cc2n2c(=O)n(CC#N)nc12	-2	0	0
COc1ccccc1OCC(=O)NCC1CCCN(C(=O)Cc2ccccc2C)C1 (configuration not stated)	.	-9&-7	4
CC(C)NC(=O)Nc1ccc(Oc2cccc(F)c2)nc1	.	-4	-6
COc1ccc(-n2c(CCC(=O)NCCc3cccs3)cc3c2-c2ccccc2CC3)cc1	-1	-4	-3
C=CCn1c(CSc2nc3ccccc3s2)nnc1SCC(=O)NCCO	0	-2	-5
O=c1cc(C(F)(F)C(F)F)oc2ccccc12	.	-17	2
Fc1ccc(Br)c(CSc2nncs2)c1	.	-9	11
Cc1cccc2sc(N(CCN3CCOCC3)C(=O)c3ccc(C#N)cc3)nc12	.	-15	9
Cn1cc([N+](=O)[O-])c(C(=O)Nc2nc3ccc([N+](=O)[O-])cc3s2)n1	-3	-3	-1
O=c1c2ccc(-c3cccnc3)nc2[nH]n1-c1ccccc1	.	-4	-2
Cc1c(C(C)NCc2ccc(-c3ccco3)cc2)cnn1-c1ccccc1 (configuration not stated)	-11	-5	.
CNc1ccc(OCC(O)CNS(=O)(=O)c2ccc(C)cc2)cc1 (configuration not stated)	.	-6	5
Cc1ccsc1CN(Cc1ccc(F)cc1)C(=O)CN(CCN1CCOCC1)C(=O)Nc1ccc(Br)cc1	-5	-8	8
Cc1ccccc1-n1c(SCC(=O)NCc2ccccc2)nnc1-c1ccco1	-4	-3	-2
O=C(Cc1cc(Cl)ccc1Cl)NCCc1ccccn1	.	-3	-20
Cc1ccc2nc(-c3ccccc3F)c(NC(=O)C(C)C)n2c1	-9	-9	-5
Cc1cnccc1N1CCCN(CC(C)(C)N2CCOCC2)CC1	-7	-14	.
CCc1nc2ccc(C(=O)NCc3ccc(OC)cc3)cn2c1N(C)Cc1cccs1	-4	-5	7
CC(=O)N1CCN(C(C)C(=O)Nc2cc(Cl)ccc2Cl)CC1 (configuration not stated)	.	-10	-6
Cc1nn(-c2ccccc2)c(-c2ccccc2)c1C(=O)NCc1ccccn1	-2	0	3
O=C(Nc1ccc2c(c1)COC2)c1ccccc1C1CCNC1 (configuration not stated)	-17	-5	6
CCc1nc2ccc(C(=O)N3CCN(S(=O)(=O)CC)CC3)cn2c1N(CC)C(=O)NCCc1ccccc1	-3	-3	-4
Cc1cc(C)c2c(CC(=O)N3CCn4c(C(N)=O)cnc4C3)coc2c1C	.	0	-3
COc1ccc(CCNC(=O)c2csc(CSc3nnc(C)n3-c3ccccc3C)n2)cc1OC	-7	-19	0
CCOCCCNC(=O)c1cc(NC(=O)C(Cl)c2ccccc2)ccc1N1CCN(c2ccccc2OC)CC1 (configuration not stated)	1	-1	-9
c1ccc(CSc2nn3cnnc3s2)cc1	.	-8	9
COc1ncccc1-c1cccc(N2CCNCC2)n1	-11	-8	0
OCc1cc(-c2cccc(C(F)(F)F)c2)ccn1	1	1	-2

Whole records, looked up by structure:
CC(=O)N1CCN(C(C)C(=O)Nc2cc(Cl)ccc2Cl)CC1 (configuration not stated) as listed: mcGAS inh = .; hcGAS lum = -10; NPYLR7 ag = -6
c1ccc(CSc2nn3cnnc3s2)cc1 as listed: mcGAS inh = .; hcGAS lum = -8; NPYLR7 ag = 9
CCOCCCNC(=O)c1cc(NC(=O)C(Cl)c2ccccc2)ccc1N1CCN(c2ccccc2OC)CC1 (configuration not stated) as listed: mcGAS inh = 1; hcGAS lum = -1; NPYLR7 ag = -9

Following part:
SMILES	mcGAS inh	hcGAS lum	NPYLR7 ag
O=C(CNC(=O)C1CCCCC1)Nc1cccc2cccnc12	-1	3	-2
COc1ccc(-c2ccc(C(=O)NC(C)C)c3occc23)c(C)c1	-7	-7	0
Cc1ccccc1NC1=NC2(N=C(N)N1)C(=O)N(C)c1ccccc12 (configuration not stated)	.	-4	-10
CCCOCCNC(=O)c1cc(N2CCN(c3cccc(C(F)(F)F)c3)CC2)nc2ccccc12	-6	-6	9
Cc1oc(-c2ccccc2)nc1C(=O)NCC1CCCCC1	.	-16	4
C#CCOc1cc(Br)c(CNCCO)cc1OC	.	-3	-5
CN(C)c1ccc(C=NNc2ccc(F)cc2F)cc1	-3	-2	5
CN(Cc1ccccc1)Cc1cc(C(=O)N2CCS(=O)(=O)CC2)no1	.	-4	6
COc1ccc(CNC(=O)c2ccc(-c3cc(-c4cccc(C(F)(F)F)c4)n[nH]3)cc2)cc1	-9	-8	23
Cn1cc(CN2CCC(C(O)(c3ccccc3)c3ccccc3)CC2)cn1	.	-2	-4
CC(C)NC(=O)Nc1ccc(CNC(=O)CCC(=O)c2ccc(F)cc2)cc1	-5	-4	-7
COc1ccc(-c2cc(N)n(-c3ccc(C(=O)NC(C)CC(C)C)cc3)n2)cc1 (configuration not stated)	-4	-8	-7
C=C1C(C)(C)[C@H]2CC[C@]1(C(=O)N1CCCn3nc(C(=O)OC)cc3C1)C2	.	-5	2
CCOc1ccc(C(C)C)cc1S(=O)(=O)NCCCn1ncccc1=O	-5	-3	-8
CCOC(=O)Nc1ccc(C(=O)Nc2ccc3c(c2)OCCO3)cc1	.	-6	14
CC(C)CN1CC(C(=O)NCc2csc(N(C)C)n2)CC1=O (configuration not stated)	.	-3	4
CC1CCCC(NC(=O)c2cc(N3CCN(Cc4ccccc4)CC3)nc3ccccc23)C1C (configuration not stated)	-4	-9	15
O=C1OC(c2ccc3c(c2)OCO3)=NC1=Cc1ccccc1Cl	-8	-8	0
CC(C)CSc1nc2c(c(=O)[nH]c(=O)n2C)n1Cc1ccccc1Cl	.	1	10
C=CCSc1ccccc1NC(=O)CSc1ncc(C#N)c(N)n1	.	-4	13
Cc1ccc(-c2nnc(SCc3ccc(C(=O)NCc4ccncc4)cc3)n2-c2cccc(C)c2)cc1	-6	-15	18
O=C(NCCc1ccc(F)cc1)c1ccccc1NS(=O)(=O)c1cccc(OC(F)(F)F)c1	-4	-1	0
CCCCOC(=O)NNOC(=O)CCCC	-5	1	-1
Cc1nc2ccc(N(C)C(=O)c3cccc4c3OCCO4)cc2[nH]1	.	-11	5
Cc1ccc(C(NC(=O)C2CCN(C3Cc4ccccc4C3)CC2)c2ccccn2)cc1 (configuration not stated)	-2	-2	4
Cc1ccc(S(=O)(=O)c2c(C)nn(C(C)(C)C)c2OC(=O)COc2ccccc2)cc1	2	6	2
Cc1ccc(S(=O)(=O)N2CCCN(S(=O)(=O)c3ccc(C)cc3)CC2)cc1	-4	-3	.
COC(=O)C1CSCC(c2ccccc2)N1Cc1c(C)noc1C (configuration not stated)	.	-2	-1
CC(C)Oc1ccc(NC(=O)C(C(C)C)n2cccc2)cc1 (configuration not stated)	.	-1	11
Cc1ncsc1CCOC(=O)C12CC3CC(CC(C3)C1)C2	.	-5	6
O=S(CC1CCCCO1)c1nnc(NCC(F)(F)F)s1 (configuration not stated)	-13	-7	-1
CCC(C)N(CC(=O)N(Cc1ccccc1)Cc1cccn1Cc1cccc(OC)c1)C(=O)c1ccccc1C (configuration not stated)	0	4	.
Cc1ccc(CN(C)Cc2ccc3cccc(O)c3n2)o1	.	-3	7
Cn1nc(C(=O)N(CC(=O)OC(C)(C)C)c2ccccc2)ccc1=O	.	-5	7
Cc1ccc(CC2(NC(=O)c3cnc(C4CC4)[nH]c3=O)CC2)cc1	.	-6	2
O=C(Cn1cnc(-c2ccccc2)cc1=O)N1CCN(c2ccccc2)CC1	.	-2	-5
CCCC(C)c1nnc(NC(=O)Cc2cn3ccsc3n2)s1 (configuration not stated)	-9	-3	-1
Cc1cc(C)c(S(=O)(=O)N2CCN(S(=O)(=O)c3cc(C)c(C)cc3C)C(C)C2)cc1C (configuration not stated)	.	3	-7
Cc1cc(=O)c(C(=O)N2CC(C)OC(c3ccccc3)C2)c[nH]1 (configuration not stated)	-16	-18	1
CC1=NC2=C(C(=O)CC(C)(C)C2)C(c2ccccc2[N+](=O)[O-])C1C#N (configuration not stated)	-9	0	4
N#Cc1ccc(CNc2ccccc2Br)cc1	.	-12	1
O=C(NC1CCC(c2ccccc2)CC1)c1ccc(=O)[nH]c1 (configuration not stated)	.	-19	5
Cc1cccc(OCC(=O)Nc2cc(C)nn2-c2ncnc3c2cnn3-c2cccc(C)c2C)c1	-9	-7	4
CNc1cncc(-c2cc(C)c(O)c(C)c2)n1	.	1	0
CC(C)CC(CCO)CNC(=O)c1ccccc1Cc1ccccc1 (configuration not stated)	.	2	3
COCCN1CCCC2(CCN(Cc3ccccc3OC(F)F)C2)C1 (configuration not stated)	.	-7	17
CCCCNc1ccc2nnc(CCNC(=O)c3ccccc3)n2n1	-6	-3	-5
CCc1ccc(N2CCCn3c2nc2c3c(=O)[nH]c(=O)n2C)cc1	-10	-4	4
Cc1cccc(CCNC(=O)c2cc(S(=O)(=O)NC(C)C)c[nH]2)c1	.	2	-4
Cc1cccc(NC(=O)CC(=O)N(C)Cc2cccc(-n3cccn3)c2)c1C	1	1	-9
COc1cc(Br)c(/C=C2/C(=O)N(c3ccc(Cl)c(Cl)c3)N=C2C)cc1OC	-6	-2	10

Seven entries already listed, arranged by length of the SMILES, high to low:
SMILES	mcGAS inh	hcGAS lum	NPYLR7 ag
COc1ccc(CNC(=O)c2ccc(-c3cc(-c4cccc(C(F)(F)F)c4)n[nH]3)cc2)cc1	-9	-8	23
Cc1ccc(S(=O)(=O)c2c(C)nn(C(C)(C)C)c2OC(=O)COc2ccccc2)cc1	2	6	2
Cc1nc2ccc(N(C)C(=O)c3cccc4c3OCCO4)cc2[nH]1	.	-11	5
O=C(NC1CCC(c2ccccc2)CC1)c1ccc(=O)[nH]c1 (configuration not stated)	.	-19	5
CCCC(C)c1nnc(NC(=O)Cc2cn3ccsc3n2)s1 (configuration not stated)	-9	-3	-1
CCCCNC(=S)N=Nc1c(O)n(C)c2ccccc12	-8	-7	-4
COc1cc(C(=O)Nc2ccccc2)cc(OC)c1C	.	-2	1
